# inhibitors of VEEV = inhibitors of VEEV TC-83 cytopathic effect, confirmation, Vero cells (AID 588727); actives 0.13% (n = 350,000); Vero cells, VEEV TC-83 cytopathic effect inhibition; higher % means a stronger effect; one-dose inhibition, % at 20 µM; IC50 in µM for titrated hits; in the data active = a potency from the dose series; inconclusive = inhibition mostly from about 14% at the one dose, without a potency; inactive = the rest, 99 in 100 with inhibition below about 12%; note: strong numbers were not always called active
# The depositor's hits bear a star; i = inactive; ? = inconclusive. The list is partial; rates above refer to the full screens.
SMILES,inhibitors of VEEV
COC(=O)C[C@H]1C[C@H]2c3cc(NC(=O)C4CCC4)ccc3O[C@H]2[C@H](CO)O1,1.2%
CC(C)NC(=O)Nc1ccc2c(c1)C(=O)N([C@H](C)CO)C[C@H](C)[C@@H](CN(C)Cc1ccc3c(c1)OCO3)OCCCC[C@@H](C)O2,0.3%
Cc1cn([C@H]2C[C@H](O)[C@@H](CNCc3ccc(-c4cc(Cl)ccc4C(F)(F)F)o3)O2)c(=O)[nH]c1=O,1.8%
O=C(NCc1ccccc1OC(F)(F)F)C1CCC(=O)N(CCCN2CCOCC2)C1 (stereo not given),i
O=P(C(=S)Nc1ccccc1Cl)(c1ccccc1)c1ccccc1,i
C[C@@H]1CN([C@H](C)CO)C(=O)CCCn2nncc2CO[C@H]1CN(C)Cc1ccc(C(=O)O)cc1,0.5%
C#CC1(NC(=S)Nc2cccc(OC)c2)CCCCC1,0.6%
O=C1CSC(=S)N1Cc1ccccc1,1.9%
CC1C(=O)N(Cc2cn(CC3CCCCC3)nn2)CCS(=O)(=O)N1Cc1ccc(-c2ccc(Cl)c(Cl)c2)cc1 (stereo not given),2.0%
NC(=O)C1CCN(C(=O)c2ccc3ncsc3c2)CC1,2.5%
Cc1ccc(S(=O)(=O)N2C[C@]3(O)C[C@@H]4C(=O)N(c5ccccc5)C(=O)[C@@H]4C[C@]3(OC(=O)NCC3CCCCC3)C2)cc1,0.8%
CC(=O)c1ccc(OCC(=O)NC(=O)NC2CCCC2)cc1,0.9%
C[C@H](CO)N1C[C@H](C)[C@@H](CN(C)C(=O)CN2CCOCC2)Oc2cc(Br)ccc2S1(=O)=O,i
COc1ccccc1C(=O)N/C(=C\c1cn(S(=O)(=O)N(C)C)c2ccccc12)C(=O)N1CCN(C)CC1,6.3%
Cc1ccc(Cc2c(-c3ccc(Br)cc3)nc3cc(C)ccn23)cc1,6.1%
CCCCCCNC(=O)O[C@H]1CN(C(=O)OC(C)C)N(C(=O)OC(C)C)[C@@H]2CN(S(=O)(=O)c3ccc(C)cc3)C[C@]12O,7.3%
O=C(OCc1cn([C@H]2C[C@H](c3ccc(Cl)cc3)N(C(=O)c3cccs3)C[C@@H]2O)nn1)c1ccccc1,0.8%
Cc1ccc(-c2nc3c4ccccc4ccn3c2Cc2ccccc2)cc1,i
CCOC(=O)CCCCCC(=O)Nc1ccc2c(c1)C(=O)N([C@@H](C)CO)C[C@@H](C)[C@H](CN(C)C(=O)Nc1ccccc1)OCCCC[C@H](C)O2,0.5%
COc1ccccc1N1CCN(S(=O)(=O)CCNC(=O)CCc2ccccc2)CC1,0.5%
C[C@@H]1CN([C@H](C)CO)C(=O)CCCn2nncc2CO[C@H]1CN(C)Cc1ccc2c(c1)OCCO2,1.2%
O=[N+]([O-])c1ccc(CN2CC(N3CCC(Cc4ccccc4)CC3)CS2(=O)=O)cc1 (stereo not given),i
C[C@@H]1CN([C@H](C)CO)C(=O)CCCn2nncc2CO[C@@H]1CN(C)C(=O)Oc1ccccc1,1.5%
CCOC(=O)CCCCCC(=O)Nc1ccc2c(c1)C(=O)N([C@H](C)CO)C[C@H](C)[C@@H](CN(C)S(C)(=O)=O)OCCCC[C@@H](C)O2,0.3%
Nc1cc(=O)c2[nH]cnc2[nH]1,2.5%
N#Cc1ccc(CN2CCN(C(=O)C3CC(=O)N(c4ccc5c(c4)OCCO5)C3)CC2)cc1 (stereo not given),0.8%
O=C(CC(=O)c1ccccc1)Nc1cccc([N+](=O)[O-])c1,0.9%
CCc1cc(C(=O)N(CC)CC(=O)Nc2c(F)cccc2F)sc1C,1.7%
Cc1ccc(F)cc1NC(=O)C1CC(=O)N(Cc2ccccc2)C1 (stereo not given),i
C[C@H](CO)N1C[C@H](C)[C@H](CN(C)C(=O)C2CC2)OCc2cnnn2CCCC1=O,2.3%
CC(Sc1nnc(-c2ccncc2)n1C)C(=O)NCC(=O)Nc1ccc(F)c(F)c1F (stereo not given),1.7%
CCCN(CC(=O)Nc1ccccc1C)C(=O)c1cc2ccccc2oc1=O,2.8%
C[C@H](CO)N1C[C@H](C)[C@@H](CN(C)S(=O)(=O)c2ccc(F)cc2)OCc2cnnn2CCCC1=O,0.9%
Cc1ccc(C(=O)NCC(=O)OCc2nnc(-c3ccc([N+](=O)[O-])cc3)o2)cc1,i
COc1cc(C(=O)OCCCN2CCOCC2)cc(OC)c1OC,1.1%
COc1ccc(/C=C/C(=O)Nc2ccc(C(C)=O)cc2)cc1S(=O)(=O)N1CCOCC1,3.0%
CC1=C(C(=O)N2CCOCC2)CC(CC(=O)NCc2ccco2)C(=O)N1Cc1ccccc1 (stereo not given),i
CCCCN1CC(C)(C)[C@H](CC(=O)NC)C1=O,0.3%
C#CCn1cc2c(c1-c1ccccc1)c(=O)n(C)c(=O)n2C,i
N#Cc1ccc2c(=O)n(-c3ccccc3)sc2c1,0.8%
C[C@H](CO)N1C[C@H](C)[C@H](CN(C)C(=O)Nc2ccc(F)cc2)OCc2ccccc2-c2c(n(C)c3ccccc23)C1=O,2.2%
C[C@H](CO)N1C[C@H](C)[C@H](CN(C)C(=O)c2ccccn2)Oc2cc(C#Cc3ccc(F)cc3)ccc2S1(=O)=O,7.1%
CCOC(=O)CNC(=O)CSc1nc(C(C)C)nc2c1cnn2-c1ccccc1,8.5%
CCOCCCNC(=O)Cn1nc(-c2ccc(OC)c(OC)c2)ccc1=O,1.2%
COc1ccc(S(=O)(=O)N2CCN(Cc3ccccc3OC)CC2)cc1,0.1%
CCC/C=C/c1ccc(CN2C(C(C)C)C(=O)N(Cc3cn(Cc4ccco4)nn3)CCS2(=O)=O)cc1 (stereo not given),6.5%
O=C(COC(=O)CCNS(=O)(=O)c1ccc(Cl)cc1)NCc1ccccc1,i
Nc1cc(C(=O)N2CCN(c3cccc(Cl)c3)CC2)ccc1N1CC2CC(C1)c1cccc(=O)n1C2 (stereo not given),0.2%
CCCC1NC(=O)c2cccnc2-n2c1nc1ccccc1c2=O (stereo not given),1.2%
CCN(CC)C(=O)c1nc(-c2cccc3ccccc23)no1,3.5%
O=S(=O)(c1ccccc1)C(Br)S(=O)(=O)c1ccccc1,0.5%
CNC(=O)C1CN(C(=O)c2cccc(S(=O)(=O)N3CCc4ccccc43)c2)c2ccccc2O1 (stereo not given),1.6%
CCN(CC)c1ccc(/C=N/NC(=O)c2nnn(-c3nonc3N)c2CN(C)C2CCCCC2)cc1,i
CC(=O)Nc1ccc(Cl)cc1C(=O)c1ccc[nH]1,i
O=C(COC(=O)c1ccc(S(=O)(=O)N2CCCCC2)cc1)NC1CCCCC1,0.8%
Cc1cc(C)n(C(N)=NC(=O)c2ccccc2)n1,1.3%
CCCCN1C(=O)C(CC(=O)NCCN2CCOCC2)CC(C(=O)N(CC)CC)=C1C (stereo not given),0.2%
COc1ccc(-c2ccc3c(c2)O[C@@H](CN(C)C(=O)c2ccccc2F)[C@@H](C)CN([C@@H](C)CO)S3(=O)=O)cc1,8.2%
Nc1c(Br)cc(Br)c2c1[nH]c(=O)c1ccccc12,i
CN(Cc1cnn(-c2ccccc2)c1)C(=O)c1cccc(S(=O)(=O)N(C)c2ccccc2)c1,5.8%

# (more compounds)
SMILES,inhibitors of VEEV
O=C(NCC1CCCO1)c1ccc(Cl)c(NS(=O)(=O)c2ccc(F)cc2)c1 (stereo not given),6.6%
Cc1ccc(SCc2c(C(=O)N/N=C/c3ccc(C)o3)nnn2-c2nonc2N)cc1,7.5%
COc1ccc(NC(=O)N(C)C[C@H]2OCc3cnnn3CCCC(=O)N([C@H](C)CO)C[C@@H]2C)cc1,0.0%
Cc1noc(C)c1C(=O)N(C)C[C@@H]1OCc2ccccc2-c2c(n(C)c3ccccc23)C(=O)N([C@H](C)CO)C[C@H]1C,i
COc1ccccc1CN1CC(C(=O)NCC2(O)CCCCC2)CCC1=O (stereo not given),1.9%
CNC(=O)C[C@H]1C(=O)N(Cc2ccccc2)C[C@@H]1CSC,i
CNS(=O)(=O)c1ccc(CNC[C@H]2O[C@@H](n3ccc(N)nc3=O)[C@H](O)[C@@H]2O)cc1,0.4%
CCCC1NC(=O)c2cccnc2-n2c1nc1ccc(OC)cc1c2=O (stereo not given),1.2%
O=C(OCc1ccccc1)N1CCC2CC1c1cc(N3CCN(S(=O)(=O)c4cccc(C(F)(F)F)c4)CC3)ccc12 (stereo not given),0.7%
C[C@@H]1CN([C@H](C)CO)C(=O)c2c(c3ccccc3n2C)-c2ccccc2CO[C@H]1CN(C)Cc1ccc(Oc2ccccc2)cc1,5.4%
Cc1ccc(-c2nc(SC(C)C(=O)NC3CC3)n[nH]2)cc1 (stereo not given),1.9%
Cc1ccc(S(=O)(=O)NN=Cc2c(O)ccc3ccccc23)cc1,0.1%
CC1(C)CC(=O)C=C(c2ccc(-c3cccc(C(N)=O)c3)cc2)C1=O,1.7%
CC(=O)c1ccc(S(=O)(=O)NCCOc2ccccc2)cc1,i
COc1ccc(-c2cnc3c(c2)C(=O)N([C@H](C)CO)C[C@H](C)[C@H](CN(C)C(=O)Cc2cccnc2)O3)cc1,1.3%
Cc1cccc(CNC(=O)C2CCC(=O)N(CCCc3ccccc3)C2)c1 (stereo not given),1.0%
C[C@H]1Cn2cnc(C(=O)Nc3ccccc3)c2C(=O)N1,0.0%
CCOC(=O)c1oc2ccccc2c1COC(=O)CNC(=O)c1ccccc1F,5.6%
O=C(CCNC(=O)C1CCN(S(=O)(=O)c2ccc(F)cc2)CC1)NCc1ccccn1,2.5%
COc1ccc(OC)c2c1C(=O)CC2C (stereo not given),0.5%
CC(=O)NC(=Cc1ccccc1)C(=O)N1CCCC1C(=O)O (stereo not given),0.5%
O=C(NCc1ccco1)c1ccc(OC2CCN(Cc3ccccn3)CC2)cc1,1.9%
Cc1ccc(C)c(NC(=O)COC(=O)c2ccc(S(=O)(=O)N3CCCC3)cc2)c1,i
CCSCC(C)(C)n1[nH]c2ccccc2c1=O,8.3%

# Quoted from the results shown (six entries):
SMILES,inhibitors of VEEV
C[C@H]1Cn2cnc(C(=O)Nc3ccccc3)c2C(=O)N1,0.0%
CCOC(=O)c1oc2ccccc2c1COC(=O)CNC(=O)c1ccccc1F,5.6%
O=C(CCNC(=O)C1CCN(S(=O)(=O)c2ccc(F)cc2)CC1)NCc1ccccn1,2.5%
COc1ccc(OC)c2c1C(=O)CC2C (stereo not given),0.5%
CC(=O)NC(=Cc1ccccc1)C(=O)N1CCCC1C(=O)O (stereo not given),0.5%
O=C(NCc1ccco1)c1ccc(OC2CCN(Cc3ccccn3)CC2)cc1,1.9%

# The list continues.
SMILES,inhibitors of VEEV
CCCCN1C(=O)C(CC(=O)NC(c2ccccc2)c2ccccc2)CC(C(=O)N(C)C)=C1C (stereo not given),i
O=C(NC(=S)Nc1cc(Cl)ccc1Cl)c1ccco1,i
CCn1c(CN2CCC(C)CC2)nc2cc(S(=O)(=O)N3CCCCC3)ccc21,i
O=C(O)C1=C(C(=O)O)C2CCC1C2,0.1%
C[C@H](CO)N1C[C@H](C)[C@H](CN(C)C(=O)c2ccncc2)OCc2ccccc2-c2c(n(C)c3ccccc23)C1=O,0.2%
Cc1c(C(=O)NNC(=O)c2csc(N3CCOCC3)n2)oc2ccc(Br)cc12,0.3%
COc1ccc(C=C2OC(=O)C(C(C)=O)=C2O)cc1,i
COc1cc(/C=C/C(=O)OCC(=O)N2CC(C)OC(C)C2)ccc1OCC#N (stereo not given),i
N#CCCN(CCCN1CCOCC1)CN1C(=O)c2ccccc2C1=O,0.9%
CCc1cc(C(=O)NC2CCCc3c2cnn3-c2ccc(F)cc2F)no1 (stereo not given),3.7%
C[C@H](O)C#Cc1cnc2c(c1)C(=O)N([C@H](C)CO)C[C@@H](C)[C@@H](CN(C)Cc1ccc(-c3ccccc3)cc1)O2,i
CC(=O)Nc1cccc(NC(=O)NC2CC(=O)N(c3ccc4c(c3)OCCO4)C2)c1 (stereo not given),2.1%
CCCCCCc1nc2nc(Cl)c(Cl)nc2[nH]1,1.7%
CCc1ccc(-c2n[nH]nc2C2=CC(=O)C[C@H](c3ccc(F)cc3)C2)cc1,8.8%
CSc1ncnc2c1ncn2CCCN1CCN(Cc2cccc3ccccc23)CC1,i
COc1ccc(S(=O)(=O)N2CCCCCC2)cc1C(=O)N1CCN(C(C)=O)CC1,7.5%
c1ccc(CN2CCC3CC2c2cc(N4CCCCC4)ccc23)cc1 (stereo not given),i
C[C@@H]1CN([C@H](C)CO)C(=O)CCCn2nncc2CO[C@H]1CN(C)Cc1ccc(Oc2ccccc2)cc1,i
C[C@H](CO)N1C[C@H](C)[C@@H](CN(C)C(=O)Nc2ccc(N3CCN(C)CC3)cc2)OCc2cnnn2CCCC1=O,0.3%
COc1ccc(C(=O)OCC(=O)N(Cc2ccccc2)Cc2ccccc2)c(O)c1,3.7%
O=C(COC(=O)c1ccc(Cl)c(S(=O)(=O)N2CCCCCC2)c1)NCc1ccccc1,?
CSc1ncnc2c1ncn2CCCN1CCN(c2ncccn2)CC1,i
Cc1ccccc1-c1nc2ccccc2c(=O)o1,1.4%
COc1c(F)cccc1C1=CC(=O)C[C@H](c2ccc(F)cc2)C1,1.1%

# 4 of these compounds in another layout:
molecule	inhibitors of VEEV
C[C@@H]1CN([C@H](C)CO)C(=O)CCCn2nncc2CO[C@H]1CN(C)Cc1ccc(Oc2ccccc2)cc1	i
C[C@H](CO)N1C[C@H](C)[C@@H](CN(C)C(=O)Nc2ccc(N3CCN(C)CC3)cc2)OCc2cnnn2CCCC1=O	0.3%
COc1ccc(C(=O)OCC(=O)N(Cc2ccccc2)Cc2ccccc2)c(O)c1	3.7%
O=C(COC(=O)c1ccc(Cl)c(S(=O)(=O)N2CCCCCC2)c1)NCc1ccccc1	?

# (further entries)
SMILES,inhibitors of VEEV
Cc1ccc(-c2nc3c(c(SCC(=O)N4CCCC4)n2)COC(C)(C)C3)cc1,7.7%
COc1ccc([C@H]2C[C@H](O)[C@@H](n3cc(COC(=O)c4ccccc4)nn3)CN2C(=O)C2CCCCC2)cc1,0.5%
O=C(CSc1ccc2c(c1)OCCO2)Nc1ccccc1,2.0%
CCCN(C(=O)CSc1nnc(-c2ccncc2)n1CCC)c1c(N)n(Cc2ccccc2)c(=O)[nH]c1=O,0.4%
CCc1ccc(N2CC(C(=O)N3CCN(c4ccc([N+](=O)[O-])cc4)CC3)CC2=O)cc1 (stereo not given),2.7%
